MgcRacGAP inhibition: MgcRacGAP GTPase-activating activity inhibitors, confirmation, biochemical, ADP Hunter fluorescence; MgcRacGAP-stimulated Rac1 GTP hydrolysis, ADP Hunter fluorescence; higher % means a stronger effect; GST-tagged Rac1 F28L mutant substrate; 0.6% of 340,000 active; AID 624330; inhibition, % at 30 µM, or IC50 in µM where a hit was titrated;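 active = first-screen hits whose inhibition reached a set limit at any dose in the follow-up dose series; inconclusive = inhibition above the set first-screen limit but never retested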;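 also: fluorescence reports GDP produced by GAP-driven GTP hydrolysis; strong numbers were not always called active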
PhoP inhibition: PhoP-dependent GFP reporter repression – Salmonella Typhimurium, primary screen (AID 1863); S. Typhimurium PhoP-regulated promoter GFP reporter, 4 h; higher % means a stronger effect; inhibition, % at 50 µM, or IC50 in µM where a hit was titrated; 0.16% of 300,000 active;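 active = inhibition over 29.93%, a cutoff 3 SD above the screen mean, later confirmed by dose response; inconclusive = inhibition over 29.93% but no dose response follow-up; inactive = inhibition at most 29.93% or unconfirmed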;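 also: 0% = low Mg2+ inducing control and 100% = high Mg2+ repressing control; strong numbers were not always called active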
GPR55 antagonists: inhibition of LPI-stimulated GPR55 beta-arrestin translocation – imaging, U2OS, beta-arrestin-GFP, LPI agonist, primary screen (AID 2013) | U2OS GPR55 beta-arrestin-GFP translocation imaging, LPI antagonism; higher % means a stronger effect | inhibition, % at 10 µM, or IC50 in µM where a hit was titrated | 0.13% of 290,000 active;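 active = spots per cell inhibited over 60%, with over 100 cells counted and total cytoplasm intensity under 500,000; inconclusive = wells with under 100 cells, flagged as likely toxic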;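 also: U2OS cells stably carrying GPR55 and arrestin-GFP stimulated by 5 µM LPI near EC80; imaged beta-arrestin-GFP aggregate spots per cell after agonist stimulation; plate controls were LPI-stimulated DMSO wells for no effect and DMSO wells without LPI for full effect; some results filed as inactive read as strong as hits; confirmed hits need IC50 under 10 µM and bright autofluorescent wells are also inconclusive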
RSV CPE inhibition: RSV antiviral activity via CPE protection, HEp-2 cells, primary 10 µM value included (AID 2391); HEp-2 cells, RSV-induced CPE inhibition; higher % means a stronger effect; 0.13% of 310,000 active; one-dose CPE inhibition, % at 10 µM; IC50 in µM for titrated hits; in the data active = a potency from the dose series; inconclusive = CPE inhibition mostly from about 23% at the one dose, without a potency; inactive = the rest, 99 in 100 with CPE inhibition below about 21%; also: strong numbers were not always called active
Dengue-2 NS5 capping: Dengue-2 NS5 methyltransferase inhibitors, primary screen, biochemical, confirmation dose response (AID 588689); 0.3% of 340,000 active; inhibition, % at 25 µM, or IC50 in µM where a hit was titrated; Dengue-2 NS5 methyltransferase capping enzyme assay, biochemical; higher % means a stronger effect; in the data active = a potency from the dose series; inconclusive = inhibition above about 29% without an active follow-up result
HIV fusion peptide: cell-free HIV fusion peptide-binding blockers – biochemical, uHTS, fluorescence dequenching, primary screen (AID 1986). 0.3% of 290,000 active. inhibition, % at 20 µM, or IC50 in µM where a hit was titrated. cell-free peptide binding, fluorescence dequenching, 30 min; higher % means a stronger effect; in the data active = inhibition mostly above about 52%, no sharp cut-off; inactive = mostly below about 76%; also: some results filed as inactive read as strong as hits
Large T inhibition: TAg ATPase/helicase activity blockers – biochemical (AID 1903); SV40 large T antigen ATPase/helicase inhibition assay; higher % means a stronger effect; inhibition, % at 20 µM, or IC50 in µM where a hit was titrated; 0.39% of 310,000 active; in the data active = a potency from the dose series; inconclusive = inhibition mostly from about 32% at the one dose, without a potency; inactive = the rest, 99 in 100 with inhibition below about 32%; also: strong numbers were not always called active
GPR35 antagonists: inhibition of zaprinast-stimulated GPR35 beta-arrestin translocation – imaging, U2OS, beta-arrestin-GFP, zaprinast agonist, primary screen (AID 2058); U2OS GPR35 beta-arrestin-GFP translocation imaging, zaprinast antagonism; higher % means a stronger effect; inhibition, % at 10 µM; hits with a dose series show IC50 in µM; 0.052% of 290,000 active;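 active = inhibition of at least 50% with at least 30 cells and total cytoplasm GFP at most 10,000,000; inconclusive = under 30 cells or total GFP of 10,000,000 plus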
UTI89 phage lysis: inhibition of K1F phage lysis, E. coli UTI89, bacterial capsule biogenesis inhibitors, alamar blue (AID 488966); E. coli UTI89 K1F phage lysis, alamar blue, 2 h; higher % means a stronger effect; inhibition, % at 100 µM, or IC50 in µM where a hit was titrated; 0.02% of 340,000 active;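 active = phage lysis inhibition, versus mean bacterial control, above a set limit; inconclusive = no clear call, values can overlap the other calls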;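 also: capsule biogenesis inhibitors block K1F phage lysis so surviving cells raise fluorescence; higher fluorescence means more inhibition of phage lysis; actives were called in the ten point dose series up to 300 µM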
Dengue-2 NS5 capping pilot replicate: second read-out of Dengue-2 NS5 capping, no call of its own (marks repeat the call); inhibition, %; measured here: pilot screen replicate inhibition
Active calls of the source: *; u = inconclusive; x = no result given; [ ] = dose if it differs, or a comment.

Sample of the layout, 3 compounds:
SMILES	MgcRacGAP inhibition	PhoP inhibition	GPR55 antagonists	RSV CPE inhibition	Dengue-2 NS5 capping	HIV fusion peptide	Large T inhibition	GPR35 antagonists	UTI89 phage lysis	others
Cc1cccc(C(=O)N/N=C/c2ccncc2)c1	3%	1%	-2%	0.8%	1%	0.0%	8%	1%	2.0%	Dengue-2 NS5 capping pilot replicate=0.6
COc1ccc2c(c1[N+](=O)[O-])CCC/C2=N/OC(=O)c1ccccc1SC	10%	-2%	10%	7.5%	9%	6.7%	5%	-6%	0.2%
CCCn1c2ccccc2c2cnn(CC(=O)NCCCOC)c(=O)c21	x	17%	-1%	1.1%	-4%	0.1%	1%	7%	1.4%[50 µM]

Results, from the start:
SMILES	MgcRacGAP inhibition	PhoP inhibition	GPR55 antagonists	RSV CPE inhibition	Dengue-2 NS5 capping	HIV fusion peptide	Large T inhibition	GPR35 antagonists	UTI89 phage lysis	others
Cc1cccc(C(=O)N/N=C/c2ccncc2)c1	3%	1%	-2%	0.8%	1%	0.0%	8%	1%	2.0%	Dengue-2 NS5 capping pilot replicate=0.6
COc1ccc2c(c1[N+](=O)[O-])CCC/C2=N/OC(=O)c1ccccc1SC	10%	-2%	10%	7.5%	9%	6.7%	5%	-6%	0.2%
CCCn1c2ccccc2c2cnn(CC(=O)NCCCOC)c(=O)c21	x	17%	-1%	1.1%	-4%	0.1%	1%	7%	1.4%[50 µM]
CCOC(=O)C1=c2s/c(=C\c3ccncc3)c(=O)n2C(N)=C(C(=O)OC)C1c1ccncc1 (centres undefined)	4%	-3%	-9%	1.1%	-36%	0.0%	9%	4%	-0.3%
Cc1ccc(Oc2cnn(-c3ccccc3)c(=O)c2Br)cc1	10%	-2%	16%	3.1%	1%	0.8%	3%	-10%	0.3%
COc1ccccc1S(=O)(=O)c1c(C)cc(C)[nH]c1=O	8%	6%	-5%	1.1%	-4%	2.0%	20%	17%	0.2%
NS(=O)(=O)c1ccc(CCNS(=O)(=O)c2cccc(C(=O)O)c2)cc1	12%	-6%	-8%	1.4%	-2%	-1.7%	6%	0%	0.3%
CCOC(=O)c1nc(-c2ccc(OC)c(OC)c2)cnc1C#N	7%	-9%	-6%	2.5%	-2%	0.3%	15%	0%	0.2%
Cc1ccc2c(c1)sc1nc(=O)n(-c3ccc(Cl)cc3)c(=O)n12	3%	2%	10%	-2.0%	1%	43%	5%	-6%	0.1%	Dengue-2 NS5 capping pilot replicate=-3.0
O=C(CCCCCn1c(=S)[nH]c2cc3c(cc2c1=O)OCO3)N1CCN(Cc2ccccc2)CC1	7%	10%	4%	1.8%	3%	-1.9%	-6%	-15%	0.1%
Cc1ccc(CC(NC(=O)c2ccccc2)C(=O)NC(CC(C)C)C(=O)O)cc1 (centres undefined)	-12%	-11%	-3%	-0.5%	-5%	1.0%	3%	1%	0.8%
Cc1ccc(N2NC(=O)/C(=C\c3cc4c(cc3[N+](=O)[O-])OCO4)C2=O)cc1C	20%	-2%	3.3µM*	15%	27µM*	42%	23µM*	-4%	-0.7%[50 µM]
Cn1c(=O)oc2cc(S(=O)(=O)NCc3ccncc3)ccc21	3%	-1%	-12%	5.1%	-7%	0.4%	6%	8%	0.2%
CCOC(=O)C(NC(=O)NC1CCCCC1)(c1ccccc1)C(F)(F)F (centres undefined)	-11%	2%	8%	-0.5%	-5%	0.5%	-4%	-17%	4.1%
CCCCCC(=O)Nc1cccc(C2=NOC3(C2)C[C@H](C(N)=O)N(C(=O)CCCCC)C3)c1 (some centres undefined)	8%	-2%	3%	1.5%	-11%	-0.3%	3%	14%	2.8%
Cc1ccccc1NS(=O)(=O)c1ccc(C)c(C(N)=O)c1	4%	-6%	13%	-0.1%	-5%	-1.0%	1%	-1%	-0.1%
O=C(C1CC(c2ccccc2O)=NO1)N1CCCCC1 (centres undefined)	1%	25%	-2%	1.6%	-2%	-3.9%	-4%	4%	5.8%
Cc1ccc2nc(C(F)OC(F)(F)F)[nH]c2c1 (centres undefined)	6%	16%	-5%	3.1%	-7%	0.1%	9%	0%	0.4%	Dengue-2 NS5 capping pilot replicate=-6.4
CC1=CC(C)(C)Nc2ccc(OC(=O)CCN3C(=O)c4ccccc4C3=O)cc21	u	-24%	-3%	3.2%	-10%	-1.3%	33%	-4%	7.7%
CCS(=O)(=O)c1ccc(O)c(NC(=O)COc2ccc(Br)cc2)c1	5%	2%	5%	3.4%	0%	3.1%	8%	-17%	0.1%

Fetched by compound from the entries so far:
SMILES	MgcRacGAP inhibition	PhoP inhibition	GPR55 antagonists	RSV CPE inhibition	Dengue-2 NS5 capping	HIV fusion peptide	Large T inhibition	GPR35 antagonists	UTI89 phage lysis	others
Cc1ccc(N2NC(=O)/C(=C\c3cc4c(cc3[N+](=O)[O-])OCO4)C2=O)cc1C	20%	-2%	3.3µM*	15%	27µM*	42%	23µM*	-4%	-0.7%[50 µM]
Cc1ccc(CC(NC(=O)c2ccccc2)C(=O)NC(CC(C)C)C(=O)O)cc1 (centres undefined)	-12%	-11%	-3%	-0.5%	-5%	1.0%	3%	1%	0.8%
CC1=CC(C)(C)Nc2ccc(OC(=O)CCN3C(=O)c4ccccc4C3=O)cc21	u	-24%	-3%	3.2%	-10%	-1.3%	33%	-4%	7.7%

Screens as filed in PubChem BioAssay.
